Furin inhibitor = human furin inhibition; 0.061% of 220,000 active; purified furin, fluorogenic substrate cleavage; inhibition, % at 30 µM; in the data active means inhibition above about 25%; further: inactives centre near -15
Target sequence (P09958 108-714 limits assumed): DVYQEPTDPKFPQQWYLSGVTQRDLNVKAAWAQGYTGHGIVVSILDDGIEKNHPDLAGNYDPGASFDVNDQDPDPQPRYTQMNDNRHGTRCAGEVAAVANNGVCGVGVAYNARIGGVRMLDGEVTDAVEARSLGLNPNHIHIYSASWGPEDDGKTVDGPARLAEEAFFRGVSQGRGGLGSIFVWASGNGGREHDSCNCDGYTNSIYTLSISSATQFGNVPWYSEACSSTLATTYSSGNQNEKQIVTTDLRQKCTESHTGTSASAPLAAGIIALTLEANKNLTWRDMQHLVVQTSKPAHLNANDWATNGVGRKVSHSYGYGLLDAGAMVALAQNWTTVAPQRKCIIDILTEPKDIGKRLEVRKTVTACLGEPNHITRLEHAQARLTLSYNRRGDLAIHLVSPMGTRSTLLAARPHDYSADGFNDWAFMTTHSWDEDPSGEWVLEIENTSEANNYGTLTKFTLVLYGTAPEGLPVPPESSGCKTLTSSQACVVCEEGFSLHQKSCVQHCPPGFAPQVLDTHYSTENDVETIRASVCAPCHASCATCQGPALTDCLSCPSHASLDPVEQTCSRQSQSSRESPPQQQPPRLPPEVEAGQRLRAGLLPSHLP
Cl transport mod = modulators of human KCC2 chloride dependent transport. 2.2% of 190,000 active. Q9H2X9. B-score of Tl+ flux slope (higher = more flux/activation; lower = inhibition) at 10 µM. KCC2 cells, thallium flux FluoZin-2 fluorescence;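 active means thallium flux slope and its plate-corrected score both differing from the plate sample mean at a set confidence after two filtering rounds, in either direction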;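 further: slope of fluorescence scaled to starting intensity during 10 to 20 s after thallium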
PPC-1+TRAIL kill = kills PPC-1 cancer cells in the presence of TRAIL; AID 1443; 0.41% of 220,000 active; PPC-1 cells + TRAIL, ATPLite viability luminescence; cell killing (% activity), % at 4 µM;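 active means cell killing above 50% in the first pass at 4 µM, then a duplicate retest at 5 µM averaging 50% or more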;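 further: plate controls were cells with TRAIL plus DMSO for no effect and medium-only wells lacking cells for full effect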
EBV gp42 block = EBV gp42 inhibition; inhibition, % (tested at 21.74 µM); 0.42% of 220,000 active; Q1HVG2; Fluorescence polarization binding assay, mP read-out; AID 1085; in the data active means inhibition above about 50%
Target sequence (Q1HVG2 whole entry, looked up): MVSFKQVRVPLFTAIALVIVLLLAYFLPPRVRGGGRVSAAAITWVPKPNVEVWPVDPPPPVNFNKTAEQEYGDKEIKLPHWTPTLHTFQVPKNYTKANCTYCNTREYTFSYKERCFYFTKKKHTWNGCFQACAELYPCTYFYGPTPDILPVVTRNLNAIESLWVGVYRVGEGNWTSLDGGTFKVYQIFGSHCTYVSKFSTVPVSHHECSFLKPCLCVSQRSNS
zfTRPN1 agonist = zebrafish TRPN1 (NompC) channel agonism. HEK293 zebrafish TRPN1-YFP, Fluo-8 calcium fluorescence; 100% = response to 87 µM carbachol. activation, % at 3 µM. 0.18% of 220,000 active. AID 1424;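 active means activation above its plate's cutoff, the mean activation of test wells on that plate plus 3 SD, cut at about 19% in these data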;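 further: 0% = DMSO alone and 100% = 87 µM carbachol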
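Material – zebrafish TRPN1-YFP in HEK293 cells · Doses – 3 µM single point · Schedule – dye 1 h 37 °C plus 30 min RT · Signal – Fluo-8 calcium fluorescence, excitation 470-495 nm, emission 515-575 nm · Read-out – % activation versus carbachol response · Control set – carbachol high, DMSO low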
TRPML3 agonist = activates the human TRPML3 channel; Q8TDD5; activation, % at 3 µM; HEK293 TRPML3-YFP, Fluo-8 calcium fluorescence; 100% = the carbachol control signal; 0.29% of 220,000 active; AID 1448;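 active means activation above its plate's cutoff, the mean activation of the plate's test wells plus 3 SD, cut at about 12% in these data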;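 further: 0% = DMSO only wells and 100% = carbachol wells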
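Material: TRPML3-YFP stable HEK293 cells | Dosing: One concentration, 3 µM nominal, 0.3% DMSO | Timing: 125 s total fluorescence read per well | Technique: Fluo-8 calcium dye fluorescence, ex 470-495, em 515-575 nm | Measure: Percent activation from peak-to-basal fluorescence ratio, scaled between DMSO and carbachol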
m-calpain inh = inhibitors of pig calpain II; 0.37% of 220,000 active; purified calpain II, fluorogenic peptide substrate, 30 min; inhibition, % at 16 µM;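 active means inhibition above about 50%, limit read from the data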
TbHK1 inh = blocks Trypanosoma brucei hexokinase 1 activity. inhibition, % at 10 µM. AID 1430. recombinant TbHK1, G6PDH-coupled NADH A340. 0.11% of 220,000 active;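 active means inhibition of 50% or more in the single-dose primary screen; inactive means inhibition below 50%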
thrombin 1536 = inhibitors of human thrombin; inhibition, % at 5 µM; 0.26% of 220,000 active; P00734; alpha-thrombin, Boc-VPR-AMC fluorogenic substrate cleavage;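 active means inhibition at or above 40%; inactive means inhibition below 40%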;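 further: 0% = enzyme with no compound and 100% = wells without enzyme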
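System – human alpha-thrombin protein · Reagent – Boc-VPR-AMC substrate, 15 µM final · Compound – 5 µM single dose in 0.2% DMSO · Schedule – reaction at room temperature · Technique – AMC fluorescence at 355 nm excitation and 460 nm emission · Read-out basis – % inhibition relative to enzyme controls and enzyme-free blanks · Control set – no-compound enzyme wells and no-enzyme blanks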
An asterisk follows results filed as active; i = inactive; x = not tested or not shown; [ ] = dose if it differs, or a comment.

Start of the data: the first 7 entries, to show the layout:
structure	Furin inhibitor	Cl transport mod	PPC-1+TRAIL kill	EBV gp42 block	zfTRPN1 agonist	TRPML3 agonist	m-calpain inh	TbHK1 inh	thrombin 1536
Cc1sc2nc3ccc(N4CCCCC4)nn3c(=O)c2c1C	-15	x	-12	-22	1.4	1.9	-154	-10	4
CC1CCCCN1CC(=O)NC(c1ccccc1)c1ccccc1 (centres undefined)	-21	0.011	9	-28	-1.7	-0.5	-12	1	-4
CCCOP(=O)(c1ccccc1)c1ccccc1	-8	0.029	13	-19	0.0	0.0	3	1	5
CN(Cc1cccs1)S(=O)(=O)c1cccs1	-9	-0.017	11	-23	-1.2	0.6	-1	8	-2
CCCOc1ccc(C(=O)NC(=S)NCc2cccnc2)cc1	-23	-0.11	6	-7	-1.5	-0.5	10	0	0
COC(=O)C1=C(NC(=O)CCCCl)CCS1	-19	0.21	8	-1	0.7	0.1	2	-16	-16
CCC(C)(C(=O)Nc1ccccc1C)N(C(=O)CNC(C)=O)c1ccccc1C (centres undefined)	-8	1.3	-16	5	-1.2	-0.3	6	-2	-7

This part in full (from the top)
structure	Furin inhibitor	Cl transport mod	PPC-1+TRAIL kill	EBV gp42 block	zfTRPN1 agonist	TRPML3 agonist	m-calpain inh	TbHK1 inh	thrombin 1536
Cc1sc2nc3ccc(N4CCCCC4)nn3c(=O)c2c1C	-15	x	-12	-22	1.4	1.9	-154	-10	4
CC1CCCCN1CC(=O)NC(c1ccccc1)c1ccccc1 (centres undefined)	-21	0.011	9	-28	-1.7	-0.5	-12	1	-4
CCCOP(=O)(c1ccccc1)c1ccccc1	-8	0.029	13	-19	0.0	0.0	3	1	5
CN(Cc1cccs1)S(=O)(=O)c1cccs1	-9	-0.017	11	-23	-1.2	0.6	-1	8	-2
CCCOc1ccc(C(=O)NC(=S)NCc2cccnc2)cc1	-23	-0.11	6	-7	-1.5	-0.5	10	0	0
COC(=O)C1=C(NC(=O)CCCCl)CCS1	-19	0.21	8	-1	0.7	0.1	2	-16	-16
CCC(C)(C(=O)Nc1ccccc1C)N(C(=O)CNC(C)=O)c1ccccc1C (centres undefined)	-8	1.3	-16	5	-1.2	-0.3	6	-2	-7
Cc1cc(C)c2c(c1)NC(c1cc3c(cc1Br)OCO3)C1CC=CC21 (centres undefined)	-26	0.18	-9	-2	-1.1	0.2	-20	-3	-5
CCCCC(c1nnnn1Cc1ccco1)N1CCN(C(=O)c2ccco2)CC1 (centres undefined)	-14	x	8	-19	-0.1	0.3	9	-8	4
Cc1ccc(N2C(=O)C(CC(=O)Nc3cccc(F)c3)N(C3CC3)C2=O)cc1 (centres undefined)	-28	0.93	-18	-16	1.8	0.3	9	-1	0
Cc1cc(-n2c(=O)c(C#N)cc3c(=O)n4cccc(C)c4nc32)no1	-80	-0.9	-9	-3	2.5	0.3	i	-4	1
CCOC(=O)n1c(SCC(N)=O)nc2ccccc21	2[20 µM]	-0.11	7	-9	1.2	0.0	25	0	4
Cc1cc(NS(=O)(=O)c2ccc3c(c2)OCCO3)no1	-7	0.54	12	-12	1.1	0.6	-10	-6	-9
O=C(COc1ccccc1-c1ccccc1)N/N=C/c1ccncc1	-21	-2.2	12	-9	1.0	-0.1	-15	-1	-2
CC1=C(C(=O)Nc2ccccc2)C(c2ccncc2)n2nnnc2N1 (centres undefined)	-15	0.096	x	-19	0.0	-0.1	-23	2	-1
Cc1ccsc1-c1nc(-c2ccccc2)c(-c2ccccc2)[nH]1	-13[20 µM]	x	23	-5	-2.5	-1.3	-45	-1	0
CCn1c(CCC(=O)Nc2cc(F)ccc2C)nc2cc(S(=O)(=O)N(C)C)ccc21	-13	0.12	14	2	0.1	0.2	-29	0	2
COc1ccc(CNC(=O)C(CCSC)NS(=O)(=O)c2ccccc2F)cc1 (centres undefined)	-28	-0.39	16	-4	-1.5	-1.8	-18	1	0
CSc1nc2nc(-c3cccc(C(F)(F)F)c3)ccn2n1	-24	-1.9	-3	-12	0.3	0.1	-30	0	-14
O=C(CNC(=O)c1ccc(S(=O)(=O)N2CCCC2)cc1)N/N=C/c1ccc(Cl)cc1	-21	-0.25	3	-15	-2.5	1.5	22	34	-2
COc1cc(C(Nc2ccc(S(=O)(=O)NCC3CCCO3)cc2)C(=O)NC(C)(C)C)cc(OC)c1OC (centres undefined)	-22	0.44	22	-6	1.4	1.2	-11	-10	2
O=C(Cn1cccc1)N1CCN(C(c2ccccc2)c2ccccc2)CC1	-6[20 µM]	0.91	13	-7	-1.1	-0.4	-45	-3	-7
Cc1coc2cc3oc(=O)c4c(c3cc12)CCC4	-8	0.51	16	-4	0.0	0.7	-165	-10	2
Cc1ccc(S(=O)(=O)CCc2nnc(NC(=O)COc3cccc(C)c3)s2)cc1	-26[20 µM]	x	3	-12	0.0	-1.0	13	4	-1
C=CCN1C(=O)/C(=c2\sc3nc(=O)c(Cc4ccc(OC)c(OC)c4)nn3c2=O)c2ccccc21	-12	0.64	4	-17	-1.2	1.7	16	-50	-5
Cc1sc2nc(CSc3nnc(Cc4cccs4)n3C3CCCCC3)[nH]c(=O)c2c1C	-21	x	-9	4	-0.3	0.3	-10	4	6
CCOC(=O)CSc1cc(C)nc2ccc(OC)cc12	-20	-0.72	x	6	-0.9	1.5	-62	-16	3
COCCNC(=O)C1CC(=O)N(c2ccc(OC)cc2)C1c1ccc(OC)cc1 (centres undefined)	-21	-0.21	10	1	1.6	0.7	-28	-3	-13
Cc1c(NC(=O)/C(C#N)=C\c2cccs2)c(=O)n(-c2ccccc2)n1C	0	0.11	-7	0	0.7	0.1	-3	-45	2
O=C(CCCN1C(=O)CCC1=O)Nc1ccc(Cl)c(C(F)(F)F)c1	-16[20 µM]	-0.21	26	-6	3.8	0.3	25	3	27

(continued)
structure	Furin inhibitor	Cl transport mod	PPC-1+TRAIL kill	EBV gp42 block	zfTRPN1 agonist	TRPML3 agonist	m-calpain inh	TbHK1 inh	thrombin 1536
Cc1ccc(NC(=O)c2cc(-c3ccccc3)nn2-c2ccccc2)cc1	-20	0.27	15	3	-1.0	-0.1	3	21	-7
O=C(CC1CCOCC1)Nc1ccc(Cl)c(Cl)c1	-19	0.024	11	-14	0.4	1.4	-16	-3	5
CC1(C)Cc2cccc(OCC(=O)Nc3ccccc3N3CCOCC3)c2O1	-22	x	13	-4	0.5	0.0	18	-4	-5
CCN1CC(CN(C)Cc2nc(Cc3ccccc3)no2)CC1=O (centres undefined)	-28	0.53	4	-10	0.0	0.8	-6	-4	-6
CC(=O)NCCc1nc2ccccc2[nH]1	-9	-0.39	x	4	1.4	1.4	14	1	0
COc1cc2c(cc1OC)CN(C(=O)CCCOc1ccc(Cl)cc1Cl)CC2	-20[20 µM]	x	3	-4	-2.0	0.8	-42	-8	-2
C#CCOc1ccc2c(C)cc(=O)oc2c1	-30	0.29	5	-10	1.7	0.7	-106	-8	0
Cc1nc(NC(=S)NC(=O)c2cccs2)sc1C(=O)N(C)C	3[20 µM]	0.13	8	-11	-0.5	0.0	2	-39	-3
COc1ccc(NC(=O)Cn2nnc(C(=O)NCCc3ccccc3)c2N)cc1	-25	0.008	8	-12	2.5	-0.1	27	0	37
CC(C)NC(=O)NC(=O)CSc1nncs1	-12	0.36	22	-2	0.1	0.9	28	2	-3
CCCn1c(OC)nc2c1c(=O)n(C)c(=O)n2C	-22	0.31	-16	-3	0.5	0.8	6	4	7
CCc1ccc(C(=O)CSc2nnc(C)c(=O)[nH]2)cc1	-4[20 µM]	0.38	-1	15	0.7	1.2	5	-13	-1
Cc1nn(Cc2ccccc2)c(C)c1/C=N/NC(=O)c1cccnc1	-4	-0.22	16	-17	1.7	1.0	-10	-11	1
CCC(OC(=O)c1ccco1)C(=O)NCc1ccco1 (centres undefined)	-6[20 µM]	-0.58	8	-12	1.4	-0.4	7	7	-2
CCN(CC)C(=O)CSc1nc2cccnc2n1-c1ccccc1OC	-3	-0.011	18	1	0.1	0.2	-32	2	4
CCOC(=O)/C(C#N)=C\c1cccnc1	-27	-0.62	23	-11	0.7	0.7	-11	3	-15
COC(=O)c1ccccc1C(=O)N1CCOCCN(C(=O)c2ccccc2C(=O)OC)CCOCC1	-7	-0.28	27	-8	0.1	-0.5	20	6	4
CCOC(=O)Cc1cc(=O)c2cc(C)ccc2[nH]1	-19	0.73	-5	-10	1.9	1.1	-16	-21	-3
Cc1cccc(S(=O)(=O)N2CCC(CO)(Cc3ccccc3)CC2)c1	-16	-0.39	-4	7	5.4	0.0	-1	-5	0
CCOC(=O)CSc1cc(CSc2ccccc2)nc(-c2ccccc2)n1	-9[20 µM]	x	4	-22	1.0	1.8	11	18	4
CCCCN(C)CCC(=O)Nc1ccc2c(c1)CCC2	-21	6.1*	-1	-24	-0.5	1.8	-35	6	-9
Cc1noc(C(=O)NCc2ccccc2)c1Cl	-28	0.17	11	-5	0.8	0.6	11	-3	-3
O=C(NC(=S)Nc1ccc(Br)cn1)c1cncc(Br)c1	-13[20 µM]	0.8	1	1	2.0	0.6	22	-16	-1
O=C(CSc1nnc2c3cc(F)ccc3nc(-c3ccccc3)n12)N1CCOCC1	-22[20 µM]	0.43	x	x	0.2	0.1	x	-6	x
CC(C)CC(=O)N1CCN(S(=O)(=O)c2ccccc2)CC1	-12[20 µM]	x	26	-10	-0.6	0.8	15	-1	-3
CC(NS(=O)(=O)c1ccc(CCC(=O)NCc2ccco2)cc1)c1ccccc1 (centres undefined)	-22	-0.28	11	-9	-0.2	0.6	-4	-1	-7
O=C(N/C(=C/c1cccnc1)C(=O)N1CCOCC1)c1ccccc1Cl	-21	1.4	10	-9	2.2	-0.3	15	-5	2
CN1C=CC=C/C1=C1\SC(=S)N(C2CCCCC2)C1=O	14	-0.05	12	-36	0.2	0.1	7	-10	7
COc1ccc(OCCNC2CCCC2)cc1	-13	0.052	-9	-9	-0.2	0.0	2	23	-17
CC(C)NS(=O)(=O)c1ccc(CCC(=O)Nc2cc(Cl)ccc2Oc2ccccc2)cc1	-4[20 µM]	-0.81	-1	-32	0.2	-0.2	11	6	1

The listing continues.
structure	Furin inhibitor	Cl transport mod	PPC-1+TRAIL kill	EBV gp42 block	zfTRPN1 agonist	TRPML3 agonist	m-calpain inh	TbHK1 inh	thrombin 1536
CC(C)(C)C(=O)Nc1ccc(N2CCN(S(C)(=O)=O)CC2)cc1	-11	0.35	x	-9	1.1	1.6	1	2	-13
c1ccc2c(c1)CCN(c1nc3ccccc3n3cnnc13)C2	-11	0.41	9	-7	-0.5	-0.3	-7	-18	-4
COC(=O)c1sc(N)c(C(=O)OC)c1CSc1nc2sc3c(c2c(=O)n1C)CCC3	-30[20 µM]	0.27	15	-21	0.7	0.7	-37	-2	5
O=C(Oc1ccc2c(c1)OCO2)c1ccc(Br)c(S(=O)(=O)N2CCOCC2)c1	-12[20 µM]	-0.84	36	-19	4.3	0.2	19	-5	-12
COCCCn1c2nc3ccccc3nc2c2c(=O)n(-c3ccccc3OC)cnc21	-8[20 µM]	0.31	17	-4	0.7	0.6	-120	-24	-3

Source: PubChem (several laboratories)
